TAG inh – triacylglycerol accumulation inhibition; H9c2 cells, Nile Red lipid (TAG) fluorescence; cells loaded with 200 µM oleic acid; inhibition, % at 12.5 µM; actives 0.66% (n = 230,000);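 active = pattern-corrected inhibition of lipid staining of at least 50% with the nuclear-stain viability signal not falling by more than 50%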;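 also: 0% = DMSO wells and 100% = triacsin C control wells; some results filed as inactive read as strong as hits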
TAG inh DAPI viability – recorded beside TAG inh, whose call it bears; DAPI nuclei signal change (viability), lower = more cytotoxic, %;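 whole-well DAPI fluorescence read on a plate reader as a viability signal; minus 50 percent equals half of cells still viable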
The depositor's hits bear a star. The list is partial, so the mix of outcomes need not match the whole.

1) COc1ccc2cnn(-c3ccccc3)c(=O)c2c1OC
2) Nc1nc2cc3ccccc3cc2[nH]c1=O
3) CCOc1ccc(CCNS(=O)(=O)c2cc3c(cc2C)NC(=O)CO3)cc1OCC
4) Cc1ccc(-c2cc(C(F)F)nc(N3CCOCC3)n2)cc1
5) CCOC(=O)c1c(C)[nH]c(C(=O)OCC(=O)Nc2cc(C)c(Cl)cc2OC)c1C
6) COc1ccc(C(=O)NCc2ccc(S(N)(=O)=O)cc2)cc1[N+](=O)[O-]
7) CCOC(=O)N1CCC(N2C(=O)c3ccccc3C2Nc2cccnc2)CC1 (stereo not given)
8) O=C1C=C(c2ccc3ccccc3c2)C[C@@H](c2ccc(F)cc2)C1
9) CCOC(=O)C1(Cc2cccc(OC)c2)CCCN(C(=O)c2ccccc2C)C1 (stereo not given)
10) CN(C)c1cccc(Nc2ccc(-c3ccc(OC(F)(F)F)cc3)cn2)c1

Assay by compound | 1 | 2 | 3 | 4 | 5 | 6 | 7 | 8 | 9 | 10
TAG inh | -6.0 | 8.8 | 1.6 | 11.7 | 7.7 | 15.3 | 13.8 | -49.9 | -8.9 | 11.9
TAG inh DAPI viability | 6.5 | -3.3 | -2.9 | 17.2 | -4.0 | -15.0 | -7.4 | 16.5 | 4.7 | 11.3

11) CCOC(=O)C1(C(=O)OCC)NC(=O)CC1C(C)C (stereo not given)
12) Cc1ccc(C(C)C)c(OCC(=O)NNC2=CC(=O)CC(C)(C)C2)c1
13) Cc1cccc(-n2ccnc2CN2CCN(C3CCCC3)C(CCO)C2)c1 (stereo not given)
14) Cc1ccc(NC(=O)CNc2ccccc2N2CCCC2=O)cc1S(=O)(=O)N1CCCCC1
15) CN=C1N(C)C[C@@H]2[C@@H]3C(=O)N(C)C(=O)[C@@H]3[C@](Cc3ccccc3)(C(=O)OC)N12
16) COC(=O)c1cc(NC(=O)COC(=O)CN2C(=O)C3CC=CCC3C2=O)cc(C(=O)OC)c1 (stereo not given)
17) Cc1ccc(-c2nc3ccccc3c(=O)n2NC(=O)COc2ccccc2)cc1
18) CCCC1Cc2c(sc(N)c2C#N)CO1 (stereo not given)
19) CC(=O)C1=C(O)C(=O)N(c2ccc(S(N)(=O)=O)cc2)C1c1cccc([N+](=O)[O-])c1 (stereo not given)
20) CC(C(=O)Nc1ccc(C#N)cc1)N(C)CC(=O)N(C)c1c(N)n(Cc2ccccc2)c(=O)[nH]c1=O (stereo not given)

Assay by compound | 11 | 12 | 13 | 14 | 15 | 16 | 17 | 18 | 19 | 20
TAG inh | 18.8 | 14.9 | -12.0 | -5.6 | 5.4 | -5.9 | -2.3 | 4.0 | 1.9 | -1.2
TAG inh DAPI viability | -2.4 | -3.9 | 51.2 | -7.4 | 1.9 | -4.4 | -1.4 | -5.6 | -1.8 | 0.8

21) COc1ccc(-c2nc(N)n(C(=O)Cc3ccccc3)n2)cc1
22) CN(C(=O)c1ccco1)c1nnc(C23CC4CC(CC(C4)C2)C3)s1
23) CCN1C(=O)[C@H]2[C@@H](c3ccccc3)N3C(=O)N(c4cccc(F)c4)C(=O)[C@@]3(CC(C)C)[C@H]2C1=O
24) N#Cc1ccsc1NC(=O)C1CCN(C(=O)c2ccc(Cl)cc2)CC1
25) Cc1ccc(NC(=O)COC(=O)CNC(=O)c2cccs2)cc1S(=O)(=O)N1CCOCC1
26) Cc1noc(C)c1COc1ccccc1C(=O)N1CCN(S(=O)(=O)c2ccc(F)c(F)c2)CC1
27) CC(OC(=O)CCCN=C1NS(=O)(=O)c2ccccc21)C(=O)Nc1ccccc1[N+](=O)[O-] (stereo not given)
28) COc1ccc(C(=O)Nc2cccc3c2CCCC3)cc1OC
29) CC(C)c1nnc(NC(=O)CCC(=O)NCc2cccs2)s1
30) COc1ccc(-c2cc(C(=O)N3CCN(S(=O)(=O)c4ccccc4)CC3)[nH]n2)cc1

Assay by compound | 21 | 22 | 23 | 24 | 25 | 26 | 27 | 28 | 29 | 30
TAG inh | 7.0 | -5.0 | -15.3 | 4.9 | -0.7 | -7.0 | 2.9 | 1.6 | -12.7 | 2.6
TAG inh DAPI viability | -8.4 | -2.3 | -3.7 | 4.6 | 4.7 | 0.2 | -5.0 | -6.4 | 12.2 | -6.3

31) CCOc1ccc(N2CC(NC(=O)c3cccc4ccccc34)CC2=O)cc1 (stereo not given)
32) CN=C1c2cc3cc(OC)ccc3n2CCN1Cc1ccccc1
33) FC(F)(F)c1cccc(CNc2ncccc2-c2nc3cc(Cl)ccc3o2)c1
34) CC(=O)Nc1ccc(C(=O)OCC(=O)N2CCC(Cc3ccccc3)CC2)cc1
35) CCC/C(C#Cc1ccc(N(C)C)cc1)=C1/c2ccccc2C(=O)N1c1ccccc1
36) Cc1ccc(NC(=O)CN(C)C(=O)COC(=O)c2ccc(NC(=O)CC#N)cc2)cc1
37) CN(C(=O)c1cc2ccccc2o1)c1c(N)n(Cc2ccccc2)c(=O)[nH]c1=O
38) NS(=O)(=O)c1cccc(NC(=O)Cn2cc(C(F)(F)F)cc(Cl)c2=O)c1
39) Cc1nc2ccc(NC(=O)c3ccc(F)c(S(=O)(=O)N4CCOCC4)c3)cc2s1
40) O=S(=O)(c1cccc(-c2n[nH]c(=S)o2)c1)N1CCOCC1

Assay by compound | 31 | 32 | 33 | 34 | 35 | 36 | 37 | 38 | 39 | 40
TAG inh | -17.4 | 57.3* | 30.4 | 0.9 | -108.6 | -4.5 | -4.4 | -5.2 | -17.0 | -6.1
TAG inh DAPI viability | 10.8 | -15.6* | 4.2 | -2.7 | 12.9 | 7.5 | 0.9 | -2.5 | -0.7 | 5.9

41) CCc1ccc(C(=O)N/N=C(\C)c2cccnc2)s1
42) Cc1cc[n+](-c2nc3ccccc3nc2C(=C=[N-])C#N)cc1
43) Cc1ccc(S(=O)(=O)CC(=O)c2ccc3c(c2)OCCO3)cc1
44) COc1cccc(NC(=O)CSc2nnc(-c3ccc(C)cc3)o2)c1
45) CCCC(=O)Nc1ccc(-c2csc(-c3cccnc3)n2)cc1
46) O=C1CSC(=S)N1Cc1ccccc1
47) CCOC(=O)C1(Cc2ccc(OC)cc2)CCN(C(=O)CN2CCOC2=O)CC1
48) COc1ccccc1N1CCN(C(=O)/C=C/c2c(Cl)nc3ccccn23)CC1
49) O=C(COc1coc(CN2CCc3ccccc3C2)cc1=O)Nc1ccc(F)cc1F
50) Cc1nnc(SCc2nc(N)nc(Nc3ccccc3)n2)s1

Assay by compound | 41 | 42 | 43 | 44 | 45 | 46 | 47 | 48 | 49 | 50
TAG inh | 0.3 | 19.4 | 8.5 | -14.2 | -8.8 | -12.6 | 4.0 | 26.5 | -7.2 | 10.4
TAG inh DAPI viability | 1.7 | -14.0 | -7.1 | -0.8 | 11.0 | -4.4 | -5.7 | 13.8 | 2.9 | -1.2

Part of the list above in order of number of heavy atoms, lowest first.
41) CCc1ccc(C(=O)N/N=C(\C)c2cccnc2)s1
4) Cc1ccc(-c2cc(C(F)F)nc(N3CCOCC3)n2)cc1
43) Cc1ccc(S(=O)(=O)CC(=O)c2ccc3c(c2)OCCO3)cc1
8) O=C1C=C(c2ccc3ccccc3c2)C[C@@H](c2ccc(F)cc2)C1
12) Cc1ccc(C(C)C)c(OCC(=O)NNC2=CC(=O)CC(C)(C)C2)c1
48) COc1ccccc1N1CCN(C(=O)/C=C/c2c(Cl)nc3ccccn23)CC1
17) Cc1ccc(-c2nc3ccccc3c(=O)n2NC(=O)COc2ccccc2)cc1
3) CCOc1ccc(CCNS(=O)(=O)c2cc3c(cc2C)NC(=O)CO3)cc1OCC
35) CCC/C(C#Cc1ccc(N(C)C)cc1)=C1/c2ccccc2C(=O)N1c1ccccc1
25) Cc1ccc(NC(=O)COC(=O)CNC(=O)c2cccs2)cc1S(=O)(=O)N1CCOCC1
16) COC(=O)c1cc(NC(=O)COC(=O)CN2C(=O)C3CC=CCC3C2=O)cc(C(=O)OC)c1 (stereo not given)
26) Cc1noc(C)c1COc1ccccc1C(=O)N1CCN(S(=O)(=O)c2ccc(F)c(F)c2)CC1

Assay by compound | 41 | 4 | 43 | 8 | 12 | 48 | 17 | 3 | 35 | 25 | 16 | 26
TAG inh | 0.3 | 11.7 | 8.5 | -49.9 | 14.9 | 26.5 | -2.3 | 1.6 | -108.6 | -0.7 | -5.9 | -7.0
TAG inh DAPI viability | 1.7 | 17.2 | -7.1 | 16.5 | -3.9 | 13.8 | -1.4 | -2.9 | 12.9 | 4.7 | -4.4 | 0.2

20) CC(C(=O)Nc1ccc(C#N)cc1)N(C)CC(=O)N(C)c1c(N)n(Cc2ccccc2)c(=O)[nH]c1=O (stereo not given)

Assay by compound | 20
TAG inh | -1.2
TAG inh DAPI viability | 0.8

Remaining list, next part
51) CC(C)(C)C(=O)Nc1nnc([C@H]2C[C@H](O)[C@@H](CO)O2)s1
52) Cc1ccc(CCNC(=O)C23CN(Cc4ccccc4)CC2C(c2ccc([N+](=O)[O-])cc2)=NO3)cc1 (stereo not given)
53) CC(C)CNS(=O)(=O)c1ccc(OCC(=O)Nc2ccc(F)cc2F)cc1
54) COc1ccc(-c2[nH]ncc2/C=N/NC(=O)c2cccc([N+](=O)[O-])c2)cc1OC
55) CCc1ccc(OCC(=O)NNC(=O)c2c(CC)noc2C)cc1
56) CN(Cc1ccc(Cl)cc1Cl)C(=O)CN1C(=O)NC2(CCCC2)C1=O
57) Nc1nnc(SC2CC(=O)N(c3ccccc3)C2=O)s1 (stereo not given)
58) COc1cc(C(=O)Nc2ccc(S(=O)(=O)Nc3cnc4ccccc4n3)cc2)cc(OC)c1OC
59) CC(C)C(=O)Nc1ccc(NC(=O)c2ccco2)cn1
60) COc1ccc(-c2cn[nH]c2-c2ccc(OCc3ccccc3)cc2O)cc1

Assay by compound | 51 | 52 | 53 | 54 | 55 | 56 | 57 | 58 | 59 | 60
TAG inh | 9.1 | -5.4 | 0.2 | 10.3 | 0.8 | 7.5 | -11.4 | 10.0 | 18.2 | -0.8
TAG inh DAPI viability | -0.5 | 4.9 | -6.6 | -7.7 | 3.5 | -7.5 | 4.1 | 3.7 | 0.4 | 15.3

61) COc1ccc(C(CNC(=O)CCNS(=O)(=O)c2ccc(Br)cc2)N2CCCC2)cc1 (stereo not given)
62) C/C(Cc1nnn(-c2cc(C)on2)n1)=N\O
63) CCOc1ccccc1OCC(=O)OCC(=O)NNC(=O)c1ccc([N+](=O)[O-])cc1
64) O=C(NC(=S)Nc1ccc(Br)cc1)C1CCCCC1
65) O=C(NCCc1ccccn1)c1cccc(S(=O)(=O)N2CCc3ccccc32)c1
66) Cc1cccnc1NC(=O)Cn1nc(C)c([N+](=O)[O-])c1C
67) COc1cc(C2C3C(=O)N(Cc4ccccc4)C(=O)C3ON2c2ccccc2)cc(OC)c1O (stereo not given)
68) COc1ccc(C)cc1-n1nnnc1SC(C)C(=O)NC1CCCC1 (stereo not given)
69) Cc1ccc(/C=N\NC(=O)Cn2nnc3ccccc32)o1
70) CC(C)N(C(=O)[C@H]1C[C@H](CC(=O)NCc2cccc(C(F)(F)F)c2)C(=O)N2CCc3c([nH]c4cc(-c5ccco5)ccc34)[C@]12C)C(C)C

Assay by compound | 61 | 62 | 63 | 64 | 65 | 66 | 67 | 68 | 69 | 70
TAG inh | -7.0 | 1.8 | 10.5 | 6.8 | -7.1 | -14.4 | -20.1 | -3.7 | -11.5 | 19.6
TAG inh DAPI viability | 5.6 | 1.3 | 7.7 | 12.9 | -1.3 | 9.7 | 0.4 | -1.3 | 1.5 | 6.0

71) CCCCn1c(N)c(N(CC(C)C)C(=O)c2cc(Cl)nc3ccccc23)c(=O)[nH]c1=O
72) CC(=O)Nc1ccc(NC(=O)CSc2ncc(C(=O)Nc3ccccc3)c(=O)n2C)cc1
73) O=C(CSc1nnc(Nc2ccccc2F)s1)NC1CCS(=O)(=O)C1 (stereo not given)
74) CSc1ccccc1NC(=O)C(C)N(C)CC(=O)N1CCN(Cc2ccccc2)CC1 (stereo not given)
75) Cc1ccc(C2=NN(S(C)(=O)=O)C(c3cccs3)C2)cc1 (stereo not given)
76) CC(C)C(NC(=O)c1ccccc1)c1nnc(SCC(=O)Nc2nccs2)n1C (stereo not given)
77) CC(=O)c1cccc(NC(=O)Nc2ccc(C)cc2)c1
78) Nc1ccccc1-c1ccc(Cl)cc1
79) CC(=O)NNc1cccc(Cl)n1
80) O=C(COc1ccccc1[N+](=O)[O-])NCC1(N2CCCCC2)CCCCC1

Assay by compound | 71 | 72 | 73 | 74 | 75 | 76 | 77 | 78 | 79 | 80
TAG inh | -3.2 | 3.1 | 8.1 | 6.2 | -34.8 | 3.3 | 4.4 | 5.9 | -5.3 | 11.7
TAG inh DAPI viability | 2.0 | 6.6 | 1.8 | -4.8 | 8.7 | -2.2 | 12.2 | -6.5 | -2.8 | -2.5

81) O=C(O)CCC1(CCC(=O)O)CCCC(CCC(=O)O)(CCC(=O)O)C1=O
82) Cc1cc(/C=N/O)c(C)n1-c1ccc(Br)cc1
83) CC1CCN(C2=NN3C(=N)/C(=C\c4ccc(OC(=O)c5ccco5)cc4)C(=O)N=C3S2)CC1
84) COC(=O)Cn1c(=NC(=O)C2CC2)sc2c(C)cc(C)cc21
85) CC(C)NC(=O)C1CCN(C2CCN(C(=O)c3cc4c(s3)CCCCC4)CC2)CC1
86) CCOC(=O)c1c(C)[nH]c(C(=O)Cn2c(=O)c3c(ncn3CC)n(Cc3ccccc3)c2=O)c1C
87) COc1ccc(OCC(=O)N2c3ccc(C)cc3C3CN(C)CCC32)cc1 (stereo not given)
88) CC(C)(Cc1ccc(O)cc1)NC(=O)CC(=O)N=Nc1c(O)[nH]c2cc(Br)ccc12
89) CCC(=O)Oc1ccc(C2N(C(=O)CC)CCN2S(=O)(=O)c2ccc(C)cc2)cc1OC (stereo not given)

Assay by compound | 81 | 82 | 83 | 84 | 85 | 86 | 87 | 88 | 89
TAG inh | 9.3 | 9.5 | -14.0 | -0.1 | 11.3 | 5.3 | -1.5 | 5.3 | -3.9
TAG inh DAPI viability | -6.0 | -2.4 | 4.9 | -0.3 | -2.6 | 6.8 | 0.0 | 9.8 | -7.3

Bioassay records deposited in PubChem BioAssay by Sanford-Burnham Center for Chemical Genomics.
